# Source: PubChem
# ALDH1A1 block = inhibitors of human aldehyde dehydrogenase 1A1. P00352. Purified ALDH1A1, NADH fluorescence, propionaldehyde substrate. Potency, µM (doses to about 75.3 µM), for inactives: top-dose activity, negative = inhibition, actives largely listed as inhibitors. actives 7.3% (n = 220,000). AID 1030; active means well fitted inhibition curve with a large enough effect, not every such curve was filed as active; inconclusive means small, poorly fitted or top-dose-only effect, or another doubt; inactive means no such curve, though single readings can be large or run the other way;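 further: plate controls were no enzyme wells and a reference inhibitor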
# LMNA splice mod = modulators of lamin A splicing. Potency, µM (titrated, usually from 46.1 µM), for the others: top-dose ratio change, negative = inhibition, actives largely listed as inhibitors. HeLa LMNA splicing GFP/RFP minigene ratio, 48 h. AID 1487. actives 0.01% (n = 200,000); active means well fitted inhibition curve with a large enough effect in the signal ratio, with a control signal flat, not every such curve was filed as active; inconclusive means small, poorly fitted or top-dose-only effect, or effect the other way, or a change in a side signal; the % refers to the signal ratio; further: on the % scale 0 is the no-effect control and ±100 the full control effect
#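 Read-out is the ratio of GFP to DsRed2 object intensity, acquired by 488 nm laser-scanning cytometry on HeLa lamin A-EGFP minigene reporter cells. Compound incubation 48 hrs at 37 °C in Opti-MEM with 2% FBS; DMSO 0.5% final.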
# JMJD2E inh = blocks human JMJD2E demethylase activity | B2RXH2 | JMJD2E catalytic domain, FDH-coupled NADH fluorescence (FDH is formaldehyde dehydrogenase) | Potency, µM (series often up to 57.1 µM), for the others: at the top dose activity change, negative = inhibition, actives largely listed as inhibitors | actives 1.6% (n = 230,000); active means well fitted inhibition curve with a large enough effect, not every such curve was filed as active; inconclusive means small, poorly fitted or top-dose-only effect, or another doubt; inactive means no such curve, though single readings can be large or run the other way;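 further: 0% = wells with enzyme and -100% = buffer wells without enzyme; nearly all actives have a fitted effect of over 50% in size; many of its hits are not listed in these tables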
# SMN2 splice up = increases expression of the SMN2 splice variant | AID 1458 | HEK293 SMN2-luciferase splicing reporter, luminescence, 30-36 h | Potency, µM (titrated, usually from 46.1 µM), for the others: at the highest dose activity change, positive = activation, actives largely listed as activators | actives 2.8% (n = 210,000); further: % of control where 0% means no effect; nearly all actives have a fitted effect of over 55% in size
#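 HEK293 cells carry an SMN2 […]–luciferase reporter in which exon 7 inclusion puts luciferase in frame. Cells were plated 10-12 h before compound addition, then incubated 30-36 h at 37C. ONE-Glo luminescence was read; sodium butyrate at 4.5 mM final served as control.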
# TRb SRC2 PPI = disrupts binding of human TR beta to SRC2. P10828. TRbeta-SRC2 peptide binding, fluorescence polarization; receptor liganded with 1 µM T3. Potency, µM (doses to about 106 µM), without a hit: top-dose activity change, negative = inhibition, most hits filed as inhibitors. actives 0.065% (n = 280,000). AID 1469;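 further: plate controls were bound peptide for no effect and peptide without receptor for full effect; nearly all actives have a fitted effect of over 50% in size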
# Target sequence (P10828 whole entry, looked up): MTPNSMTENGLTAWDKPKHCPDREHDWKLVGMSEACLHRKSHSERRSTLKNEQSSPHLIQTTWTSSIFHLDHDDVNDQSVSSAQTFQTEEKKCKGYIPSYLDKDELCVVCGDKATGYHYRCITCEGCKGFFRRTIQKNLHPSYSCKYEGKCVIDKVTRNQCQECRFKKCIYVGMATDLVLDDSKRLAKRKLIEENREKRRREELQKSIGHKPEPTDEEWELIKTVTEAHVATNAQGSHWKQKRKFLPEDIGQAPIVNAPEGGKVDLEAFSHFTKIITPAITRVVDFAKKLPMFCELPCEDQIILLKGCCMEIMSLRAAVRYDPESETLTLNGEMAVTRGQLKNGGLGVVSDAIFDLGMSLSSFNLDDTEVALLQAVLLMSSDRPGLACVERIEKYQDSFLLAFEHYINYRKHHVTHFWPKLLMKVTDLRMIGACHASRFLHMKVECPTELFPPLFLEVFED
#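 Read-out is fluorescence polarization (555 nm excitation, 632 nm emission) of a Texas Red SRC2 coactivator peptide; loss of signal reflects blocked binding to human TRb ligand-binding domain in the presence of 1 uM T3.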
# GoLoco inh red = RGS12 GoLoco-Gai1 interaction inhibition; Potency, µM (top dose mostly 61.6 µM), for the others: at the top dose activity, negative = inhibition, actives largely listed as inhibitors; Gai1:RGS12 GoLoco peptide FP, rhodamine, 10 min; P63096; AID 880; actives 0.44% (n = 230,000); active means well fitted inhibition curve with a large enough effect, not every such curve was filed as active; inactive means no such curve, though single readings can be large or run the other way; further: on the % scale 0 is the no-effect control and ±100 the full control effect; nearly all actives have a fitted effect of over 30% in size; many of its hits are not listed in these tables
# Target sequence (P63096 whole entry, looked up): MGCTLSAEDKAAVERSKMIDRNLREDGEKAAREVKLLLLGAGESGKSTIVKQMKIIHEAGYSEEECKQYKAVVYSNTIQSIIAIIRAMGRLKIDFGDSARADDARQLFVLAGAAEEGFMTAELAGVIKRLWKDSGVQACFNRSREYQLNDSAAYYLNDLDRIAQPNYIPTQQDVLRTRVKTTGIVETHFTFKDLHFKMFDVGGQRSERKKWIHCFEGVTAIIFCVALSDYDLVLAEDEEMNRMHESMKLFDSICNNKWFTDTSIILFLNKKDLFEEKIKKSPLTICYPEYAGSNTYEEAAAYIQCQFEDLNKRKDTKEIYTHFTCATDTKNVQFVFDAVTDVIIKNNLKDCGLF
# TexasRed fluor = Texas Red fluorescence interference in TRb-SRC2 counter-screen | AID 1479 | TRb/SRC2 Texas Red total fluorescence interference | Potency, µM (top dose mostly 106 µM), without a hit: at the top dose fluorescence change, negative = quenching | actives 0.29% (n = 280,000); active means well fitted curve in either direction with a large enough effect; inconclusive means small, poorly fitted or top-dose-only effect; further: on the % scale 0 is the no-effect control and ±100 the full control effect
#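 Flags fluorescent or light-absorbing compounds by total fluorescence, S + 2P, at 555 nm excitation and 632 nm emission. Mixture: 20 nM Texas Red SRC2 peptide, 0.6 uM human TRb LBD, 1 uM T3, 5% DMSO; compound exposure 5 h at ambient temperature.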
# RECQ1 helicase = inhibitors of human RECQ1 DNA helicase; P46063; RECQ1 DNA unwinding, red fluorescence kinetic read; Potency, µM (titrated, usually from 57.3 µM), inactives show at the highest dose activity, negative = inhibition, most hits filed as inhibitors; actives 0.54% (n = 240,000); AID 2549;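 further: plate controls were vehicle for no effect and no enzyme for full effect; nearly all actives have a fitted effect of over 30% in size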
#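 RECQ1T1 50 nM; forked duplex (20 bp + 30-nt ss tails) 200 nM, ATP 2 mM final; pH 8.0, 2 mM MgCl2, 2.5 ug/ml poly(dI-dC); 15 min compound preincubation; discontinuous kinetic read over 2 h at RT.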
# * hit, by the source's call; i = inactive; ? = inconclusive; nt = not tested or not shown; & = joins results of further samples; [ ] = remark or other dose. Unless noted, the call rests on the fitted dose curve; in most records, active means well fitted curve in the direction sought with a large enough effect; inconclusive means small, poorly fitted or top-dose-only effect, or another doubt; inactive means no such curve, though single readings can be large; an effect the other way counts as inactive or inconclusive. Potency means the concentration at half of the fitted maximal effect. Some of the compounds tested; rates above refer to the full screens.
Molecule | ALDH1A1 block | LMNA splice mod | JMJD2E inh | SMN2 splice up | TRb SRC2 PPI | GoLoco inh red | TexasRed fluor | RECQ1 helicase
Cc1ccccc1C(=O)Nc1c(C(=O)N2CCCC2)cnn1-c1ccccc1 | -1.0% | -12.0% | 7.1% | -4.3% | -6.3% | 3.1% | -4.0% | -1.1%
CCCCc1nnc(NC(=O)CSc2nc(C)cc(=O)[nH]2)s1 | 6.6% | -0.2% | 2.9% | -44.8% | -3.1% | 8.3% | -4.1% | i
O=C(NCCCNC1CCCCC1)c1ccc(/C=N/O)nc1 | 11.1% | 10.3% | 37.1%[activator] | 2.6% | 2.4% | 0.2% | 2.7% | -7.5%
Cc1cc(NC(=O)CSc2n[nH]c(-c3cccs3)n2)no1 | 5.3% | 11.9% | 12.1% | -13.5% | -15.0% | 19.1% | -0.3% | 16.5%
CC(C)N(C(=O)Cc1ccccc1[N+](=O)[O-])C(C)C | -6.2% | ? | 12.7% | -3.0% | 0.9% | 8.5% | 2.9% | 3.8%
COCc1nc2sc3c(c2c(=O)[nH]1)CCCC3 | -16.9% | 11.3% | 13.3% | 12.3% | -2.2% | 3.6% | -5.6% | 1.6%
Cc1ccc(NC(=S)NCc2ccccn2)cc1 | 0.6% | -5.8%[0.0737 µM] | -9.1% | 11.3% | -11.9% | 0.7% | -1.1% | -9.8%
N#C/C(=C(/O)c1cc2ccccc2o1)c1nc2ccccc2s1 | -9.2% | nt | 3.2% | nt | -0.2% | 10.3% | -5.8% | -0.7%
CN(NC(=O)C(C)(C)C)c1nc(-c2ccccc2)nnc1C(F)(F)F | -1.5% | 4.8% | 4.9% | -7.3% | -9.8% | 2.3% | 2.9% | i
CC(C)(C)c1csc(NNC(=O)c2ccc(Cl)cc2)n1 | nt | nt | ? | nt | -1.9% | 0.9% | -0.9% | -4.4%

# Next section, overlapping the part above by five compounds.
Molecule | ALDH1A1 block | LMNA splice mod | JMJD2E inh | SMN2 splice up | TRb SRC2 PPI | GoLoco inh red | TexasRed fluor | RECQ1 helicase
COCc1nc2sc3c(c2c(=O)[nH]1)CCCC3 | -16.9% | 11.3% | 13.3% | 12.3% | -2.2% | 3.6% | -5.6% | 1.6%
Cc1ccc(NC(=S)NCc2ccccn2)cc1 | 0.6% | -5.8%[0.0737 µM] | -9.1% | 11.3% | -11.9% | 0.7% | -1.1% | -9.8%
N#C/C(=C(/O)c1cc2ccccc2o1)c1nc2ccccc2s1 | -9.2% | nt | 3.2% | nt | -0.2% | 10.3% | -5.8% | -0.7%
CN(NC(=O)C(C)(C)C)c1nc(-c2ccccc2)nnc1C(F)(F)F | -1.5% | 4.8% | 4.9% | -7.3% | -9.8% | 2.3% | 2.9% | i
CC(C)(C)c1csc(NNC(=O)c2ccc(Cl)cc2)n1 | nt | nt | ? | nt | -1.9% | 0.9% | -0.9% | -4.4%
CCOC(=O)c1c(NC(C)=O)sc2c(OC)c(Br)ccc12 | 9.0% | -2.1% | -2.5% | 9.7% | -1.6% | -24.0% | 4.7% | 8.3%
CC(C)OC(=O)C(C#N)c1nc2ccccc2nc1N1CCCC1 (stereo not drawn) | ? | -0.8% | ? | 1.9% | 9.0% | 18.3% | -1.1% | -3.1%
CC(Sc1nc2ccccc2c(=O)[nH]1)C(=O)O (stereo not drawn) | -4.0% | 13.4% | 1.4% | -6.4% | -6.4% | 4.3% | -7.8% | -2.5%
Cc1cc(O)ccc1N=Cc1c(C(F)(F)F)[nH][nH]c1=O | ? | ? | -3.6% | 3.0% | 6.31µM* | 7.08µM* | 31.6µM*[fluorescent] | 8.91µM*
CN(CC(O)Cn1cnc2c1c(=O)n(C)c(=O)n2C)c1ccccc1 (stereo not drawn) | 8.8% | 0.7%[46 µM] | 3.8% | nt | -2.5% | 9.2% | -0.6% | 4.0%
CCOc1ccc(C2C(C#N)=C(N)Oc3cc(C)n(CCN(C)C)c(=O)c32)cc1OCC (stereo not drawn) | 9.6% | 7.3% | 3.7% | 9.7% | 3.1% | 11.8% | -0.1% | -11.8%
Nc1nc(N2CCN(c3ccc(F)cc3)CC2)n[nH]1 | 18.6% | -0.1%[46 µM] | 6.7% | 0.1% | 1.4% | 10.8% | 0.3% | i
Cc1cc(NC(=O)CN2CCN(c3cccc(Cl)c3)CC2)no1 | 6.1% | nt | 4.6% | 0.9% | 7.2% | 8.1% | 1.6% | i
Cc1[nH]n(-c2ccc([N+](=O)[O-])cc2)c(=O)c1/C=N/N1CCOCC1 | -0.3% | nt | 9.7% | 0.0% | -3.0% | 2.2% | -2.9% | i
O=C(C1=C[C@@H](C2CC2)C[C@@H](OCCCCO)O1)N1CCN(Cc2ccc3c(c2)OCO3)CC1 | ? | nt | 0.5% | nt | 7.6% | -5.6% | -1.1% | -1.3%
O=C(CSc1nnc(-c2ccc(Cl)cc2)n1Cc1ccco1)Nc1ccc2c(c1)OCCO2 | 5.01µM* | ? | -19.9% | -11.6% | 0.3% | 26.2% | -2.2% | 26.2%
COc1ccc(-c2nnn(CC(=O)N(Cc3cccs3)C(C)C(=O)NC3CCCC3)n2)cc1OC (stereo not drawn) | -6.4% | ? | -0.3% | -4.8% | -4.2% | 12.7% | -1.7% | -2.9%
O=C(NC1CCN(C(=O)N2c3ccccc3Sc3ccccc32)CC1)c1ccccc1Cl | ? | -2.1% | -2.4% | -33.9%[inhibitor] | 0.8% | 11.6% | -2.0% | -13.5%
CCCCCCCCc1nc(SC(C)C(=O)O)n[nH]1 (stereo not drawn) | 2.8% | nt | -1.5% | 2.7% | -1.5% | 4.3% | -3.5% | 0.7%
CCNC(=S)N1CCN(Cc2ccc3c(c2)OCO3)CC1 | ? | nt | 14.1% | nt | 2.5% | 10.0% | -2.9% | i
COC(=O)c1sccc1Oc1c(Cl)cccc1[N+](=O)[O-] | ? | -5.6%[46 µM] | 4.5% | -5.6% | -1.3% | 9.7% | -6.7% | -3.3%
CCOc1ccc2nc(NC(=O)CC3Oc4ccccc4NC3=O)sc2c1 (stereo not drawn) | nt | nt | 4.7% | nt | -2.6% | 11.5% | -0.4% | -1.1%
COc1ccccc1OCC(O)CN1CCN(CC(=O)Nc2c(C)cccc2C)CC1 (stereo not drawn) | 8.8%&4.0% | ? | -5.2%&1.0% | -13.6%&-5.7% | -0.4%&-1.9% | -3.0%&6.1% | 1.0%&1.1% | 0.2%&-10.5%
Cc1ccc(S(=O)(=O)N/N=C2/CCCCC2C2CCCCC2)cc1[N+](=O)[O-] (stereo not drawn) | 35.5µM* | -1.5% | -0.5% | -0.4% | 3.5% | 9.8% | -1.5% | -14.6%
COc1ccc(/C=N/n2c(-c3cc(C)[nH]n3)n[nH]c2=S)cc1OC | nt | nt | -14.3% | nt | -0.5% | 1.9% | -3.1% | -1.5%
CCOC(=O)C1=NNC(C(=O)c2ccc(Cl)cc2)C1c1ccc(OC)cc1 (stereo not drawn) | ? | -3.5%[46 µM] | -13.6% | 5.1% | 2.4% | 7.3% | -0.9% | -6.4%
CNC(=O)c1ccccc1S(=O)(=O)c1ccccc1C#N | -9.6% | ? | 2.4% | -6.6% | 0.2% | -16.2% | 1.3% | -9.7%
CC1CCN(S(=O)(=O)c2cc(Br)cc(C(=O)NC3=NCCS3)c2)CC1 | -14.0% | ? | -2.4% | -9.7% | -2.4% | 7.7% | -0.2% | i
Cn1cc([C@@H]2C[C@H]3CN(Cc4cccc(Cl)c4)C(=O)[C@]34CCCN24)c2ccccc21 | -3.7% | nt | ? | nt | 10.7% | 176.0%[activator] | 18.4% | i
Cc1ccc(S(=O)(=O)N(C)C)cc1NC(=O)CCc1ccccc1 | 4.47µM* | 6.0%[46 µM] | 5.8% | nt | 2.3% | 1.0% | 2.0% | -7.0%
Cc1cccc(N2CCN(Cc3nc(-c4cccc(Oc5ccccc5)c4)oc3C)CC2)n1 | -3.5% | -14.0%[46 µM] | ? | -32.3%[inhibitor] | 5.9% | 8.9% | -0.5% | 13.1%
CC1(C)C=Cc2cc3ccc(=O)oc3cc2O1 | ? | nt | ? | 14.1µM* | 0.4%&-4.3% | 2.5%&22.0% | -3.8%&-1.2% | 13.1%&5.1%
O=C(NNc1cc(Cl)cc(Cl)c1)C1CCC1 | -1.1% | nt | -0.6% | nt | 4.5% | -3.3% | -1.5% | 4.2%
C=CCn1c(SCCN2C(=O)c3ccccc3C2=O)nc2scc(-c3ccccc3)c2c1=O | 4.1% | 2.6% | 2.1% | -16.3% | -5.3% | -9.6% | -0.2% | -8.5%
O=C(N/N=C/c1ccc2ncccc2c1)c1cc(-c2cccs2)nc2ccccc12 | nt | nt | ? | nt | 3.3% | -0.6% | -5.0% | i
Cc1ccc(NC(=S)NC2CCCC2)cc1C | 13.8% | -22.2% | 3.9% | ? | -10.3% | -1.3% | 1.6% | 7.7%
c1nc(NCCN2CCOCC2)c2cc(-c3ccc4c(c3)OCO4)ccc2n1 | ? | 18.2% | ? | -2.5% | 0.4% | 17.5% | -26.2% | i
COc1ccccc1NS(=O)(=O)c1cccc(C(=O)OCC(=O)Nc2cc(C)on2)c1 | 6.4% | 4.9% | -9.6% | -9.1% | 0.2% | 0.6% | -1.1% | -18.0%
CCC(CC)C(=O)N1CCN(c2cccc(C)c2C)CC1 | 4.1% | ? | -2.6% | nt | 9.5% | -5.1% | 2.8% | -3.6%
CCC(c1nnnn1CCc1ccccc1)N(Cc1ccco1)Cc1cc2c(C)ccc(C)c2[nH]c1=O (stereo not drawn) | 22.4µM* | ? | ? | -16.6% | -4.1% | 3.4% | -6.9% | 5.1%
COc1ccc(/C=N/NC(=O)C(=O)N2CCN(c3ccccc3OC)CC2)cc1 | 1.2% | 0.0% | 4.2% | nt | 4.8% | nt | -4.1% | -8.3%
O=C(O)C1C2C=CC(C2)C1C(=O)NCCCc1ccccc1 (stereo not drawn) | 1.1% | -6.1% | 0.7% | 8.0% | 2.8%[53 µM] | 4.8% | -0.6%[53 µM] | -11.2%
